procasp7 counter: activates human procaspase-7, counter-screen for procaspase-3 activators | actives 0.093% (n = 330,000) | recombinant procaspase-7, Ac-DEVD-pNA absorbance 405 nm; D23A/D198A/D206A triple mutant, cannot self-cleave; scale: DMSO 0, 5 µM enzyme 100 | P55210 | activation, % at 8.5 µM | AID 463210;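 active = percent activation above the screen-wide mean plus 3 SD, cut at about 25% in these data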
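Material: Procaspase-7 triple mutant (PC-7 D3A) | Quantity: 2 µM procaspase-7 mutant as dispensed | Reagent: DEVD-pNA substrate | Times: 1 h preincubation, 2 h reaction | Technique: 405 nm absorbance of p-nitroaniline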
core dimer inh: blocks dimerization of HCV core protein; inhibition, % at 5 µM; TR-FRET GST/Flag-core106 dimerization, 1536-well; actives 0.33% (n = 300,000);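 active = inhibition above the mean of all tested compounds plus 3 SD, set per screening campaign, cut at about 45% in these data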
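System: GST-tagged and Flag-tagged HCV core protein residues 1-106 / Input: core106 proteins, GST 13.5 nM and Flag 17 nM / Buffer or medium: KF-containing HEPES buffer, pH 7.45, DTT, CHAPS, BSA / Probe or stimulus: Eu-anti-GST and XL665-anti-Flag labelled anti-tag antibodies / Schedule: 4 h, 22.5 °C incubation / Technique: TR-FRET 671 and 617 nm emission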
PP5 inh: blocks human protein phosphatase 5 activity. actives 0.18% (n = 320,000). AID 1987. purified PP5c, OMFP substrate fluorescence. P53041. inhibition, % at 6.7 µM;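 active = inhibition above the campaign's mean inhibition across all tested compounds plus 3 SD, cut at about 9.5% in these data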;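 also: 0% = DMSO only and 100% = 100 µM cantharidin control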
GRK2 aptamer HTS: blocks RNA aptamer binding to human GRK2. P25098. bead flow cytometry, FAM-aptamer displacement from GRK2. inhibition of aptamer binding, % at 10 µM. actives 0.59% (n = 330,000);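 active = inhibition of aptamer binding above 40%, roughly 3 SD of noise, on plates passing a quality check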;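 also: median bead fluorescence of bound FAM aptamer so fluorescent compounds give negative values; no value below 0 was filed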
proCasp3 act: activates human procaspase-3; recombinant procaspase-3 D3A, Ac-DEVD-pNA absorbance 405 nm; activation, % at 8.5 µM; P42574; AID 463141; actives 0.11% (n = 330,000);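 active = activation above the mean of all tested compounds plus 3 SD, cut at about 21% in these data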;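 also: 0% = DMSO alone and 100% = DMSO wells spiked with extra 5 µM PC-3 D3A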
Target sequence (P42574 whole entry D9A/D28A/D175A): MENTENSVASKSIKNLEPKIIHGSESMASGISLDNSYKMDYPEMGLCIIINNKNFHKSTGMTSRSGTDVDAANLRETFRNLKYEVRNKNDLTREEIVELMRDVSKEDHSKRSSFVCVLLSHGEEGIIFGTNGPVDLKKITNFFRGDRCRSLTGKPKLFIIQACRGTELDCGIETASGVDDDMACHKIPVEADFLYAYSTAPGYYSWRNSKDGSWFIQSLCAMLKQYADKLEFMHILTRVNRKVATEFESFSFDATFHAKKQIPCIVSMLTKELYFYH
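System: Procaspase-3 D3A mutant. Medium: Zinc-free 300 mM NaCl, 50 mM HEPES, 0.01% Triton X-100. Schedule: 1 h preincubation plus 2 h reaction at 25 °C. Measured by: 405 nm absorbance of p-nitroaniline, reads at 0 and 120 min. Read-out: percent activation relative to control range.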
PP1 counter: blocks human PP1-alpha phosphatase, a PP5 counter-screen; P62136; purified PP1alpha, OMFP fluorescence; inhibition, % at 6.7 µM; actives 0.9% (n = 320,000); AID 2235;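 active = inhibition above the mean inhibition of all tested compounds plus 3 SD, computed separately for each screening campaign, cut at about 15% in these data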
Target sequence (P62136 whole entry, looked up): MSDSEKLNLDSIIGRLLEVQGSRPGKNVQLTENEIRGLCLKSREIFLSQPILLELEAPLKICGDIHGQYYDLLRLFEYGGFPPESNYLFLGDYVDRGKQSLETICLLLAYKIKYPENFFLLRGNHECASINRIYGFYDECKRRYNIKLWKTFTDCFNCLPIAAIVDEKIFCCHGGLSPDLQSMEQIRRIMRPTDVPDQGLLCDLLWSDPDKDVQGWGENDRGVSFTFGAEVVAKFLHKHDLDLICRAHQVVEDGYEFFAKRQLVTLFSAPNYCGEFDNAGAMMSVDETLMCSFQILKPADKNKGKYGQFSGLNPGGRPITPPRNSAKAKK
VLA-4 inh: inhibition in a human VLA-4 binding assay. AID 2557. VLA-4 expressing cells, ligand binding flow cytometry. actives 0.2% (n = 330,000). inhibition, % (about 7 µM as worked out from the volumes in the protocol). P13612; in the data active = inhibition above about 50%
JMJD2C inh: blocks human GASC-1 demethylase activity; Q9H3R0; GST-JMJD2C(1-420) H3K9me3 demethylation, DELFIA europium; inhibition, % at 2.35 µM; actives 0.069% (n = 330,000);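 active = more than half of a compound's replicate wells show inhibition beyond 50%, single wells judged on their own value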;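 also: signal counts dimethyl H3K9 product captured on neutravidin plate; 0% = median of DMSO wells and 100% = 0.3 times that DMSO median; strong numbers were not always called active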
Target sequence (Q9H3R0 1-420 limits assumed): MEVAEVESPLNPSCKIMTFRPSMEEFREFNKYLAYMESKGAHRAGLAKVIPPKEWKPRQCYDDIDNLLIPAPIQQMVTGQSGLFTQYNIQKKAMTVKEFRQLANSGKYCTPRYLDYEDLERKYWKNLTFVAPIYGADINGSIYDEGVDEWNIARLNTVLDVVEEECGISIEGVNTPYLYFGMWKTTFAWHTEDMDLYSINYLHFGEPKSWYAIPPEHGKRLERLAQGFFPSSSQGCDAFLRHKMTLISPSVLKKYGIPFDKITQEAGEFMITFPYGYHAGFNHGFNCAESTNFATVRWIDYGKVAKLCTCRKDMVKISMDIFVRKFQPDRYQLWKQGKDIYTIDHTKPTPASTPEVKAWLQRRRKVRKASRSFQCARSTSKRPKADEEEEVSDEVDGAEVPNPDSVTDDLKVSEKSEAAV
CTSL1 counter: counter-screen for PFM18AAP inhibitors: inhibitors of F. hepatica cathepsin L1; inhibition, % at 5.96 µM; recombinant F. hepatica cathepsin L1, Z-Leu-Arg-MCA fluorescence; actives 0.49% (n = 300,000);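 active = inhibition above the mean of all tested compounds plus 3 SD, set per screening campaign, cut at about 17% in these data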;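 also: 0% = plate median of test compound wells and 100% = 1 µM Z-Phe-Ala-diazomethylketone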
The depositor's hits bear a star; x = no result given; & = joins results of further samples.

SMILES	procasp7 counter	core dimer inh	PP5 inh	GRK2 aptamer HTS	proCasp3 act	PP1 counter	VLA-4 inh	JMJD2C inh	CTSL1 counter
CC1=Nc2ccccc2N=C(NC(=O)CN2CCN(c3ccccc3)CC2)C1c1ccccc1 (configuration not stated)	0	11	1.2	0	5	-7	17	-16	0
CCOC(=O)C(CN1CCCC1)c1ccccc1 (configuration not stated)	1	-18	2.1	0	-3	0	-9	-5	-1
CCCC(=O)Nc1ccc2c(c1)Cc1ccccc1-2	4	-6	3.8	0	-4	3	1	5	-1
COc1ccccc1NC(=O)Cn1c([N+](=O)[O-])cnc1C	5	-3	-1.9	x	4	-1	-32	3	2
CCOc1ccc2nc(SCC(=O)N3c4ccccc4Sc4ccccc43)sc2c1	-1	-13	-0.5	0	5	-2	18	5	-2
c1ccc(COc2ccc3nocc3c2)cc1	4	12	1.6	2	-5	0	29	-3	4
CC1(C)CC(=O)c2sc(NC(=O)c3ccccc3)nc2C1	-11	-3	0.4	2	3	2	-2	1	0
COc1cc(/C=N/NC(=O)C(=O)NCc2ccco2)ccc1O	-6	-12	-5.7	0	1	1	-9	-25	9
Cc1cc(NC(=O)CSCC(=O)N(C)Cc2cccc(Cl)c2)no1	-10	-1	2.2	2	-6	-6	8	31	-2
CC1CCc2nc(NC(=O)CCSc3ccccc3)sc2C1 (configuration not stated)	12	-9	-0.4	1	3	-2	2	-24	1

Limited to proCasp3 act and procasp7 counter, for some of the entries so far:
| structure | proCasp3 act | procasp7 counter |
| --- | --- | --- |
| CC1(C)CC(=O)c2sc(NC(=O)c3ccccc3)nc2C1 | 3 | -11 |
| COc1cc(/C=N/NC(=O)C(=O)NCc2ccco2)ccc1O | 1 | -6 |
| Cc1cc(NC(=O)CSCC(=O)N(C)Cc2cccc(Cl)c2)no1 | -6 | -10 |
| CC1CCc2nc(NC(=O)CCSc3ccccc3)sc2C1 (configuration not stated) | 3 | 12 |

(further entries)
SMILES	procasp7 counter	core dimer inh	PP5 inh	GRK2 aptamer HTS	proCasp3 act	PP1 counter	VLA-4 inh	JMJD2C inh	CTSL1 counter
COc1ccccc1NC(=O)c1ccc(C)c(S(=O)(=O)N2CCCCC2)c1	-6	-6	3.9	0	-2	4	-5	19	-4
CCN1C(=O)CSc2ccc(C(=O)NC3CCCCC3)cc21	0	0	1.4	0	4	-3	2	1	3
COC(=O)[C@]1(Cc2ccccc2)N[C@H](CN(C)S(=O)(=O)c2ccc(C(C)(C)C)cc2)[C@@H]2C(=O)N(C)C(=O)[C@@H]21	8	x	x	3	3	x	21	28	x
O=c1[nH]c(CN2CCOCC2)nc2scc(-c3ccccc3)c12	0	2	1.6	0	-7	0	0	-20	1
CCOC(=O)N1CCC(NC(=O)Cn2ncc3ccccc32)CC1	3	4	-1.9	0	-6	-8	0	9	11
COc1ccccc1C1C2=C(CC(C)(C)CC2=O)N(CC(=O)O)C2=C1C(=O)CC(C)(C)C2	-13	0	-0.2	1	-21	0	16	-5	1
NC(=O)C1=C[C@H](c2ccc3c(c2)OCO3)C[C@H](OCc2ccc(CO)cc2)O1	-3	-4	2.1	1	7	3	7	-15	0
Cc1nnc(N/N=C/c2ccc(-c3ccc(Br)cc3)o2)n1N	-13	-9	-2.6	2	0	2	-4	-2	1
CCC(COC(=O)c1ccccc1)Oc1cc(NCc2ccccc2)c2ncn(C(C)C)c2c1 (configuration not stated)	2	x	x	3	-1	x	6	x	x
COc1ccc(-c2nc(C#N)c(N3CCC(C)CC3)o2)cc1	-2	-3	2.2	4	4	3	3	3	3
CCN(CC)c1nc(N2CCN(C)CC2)nc2ccccc12	4	11	0.1	1	13	-5	-8	0	-2
O=C(Nc1nnc(-c2ccco2)o1)c1ccc(S(=O)(=O)N2CCOCC2)cc1	5	-155	1.9	0	-2	1	12	9	0
COc1cc(C)ccc1OCCOCCOc1cc(C)c(C)cc1Br	4	3	-2.2	0	8	-3	-5	-9	1
CCCCCCCCNC(=O)/C(C#N)=C/c1ccc(SC)cc1	-2	8	-0.2	3	-5	-1	0	1	-2
Cc1[nH][nH]c(=O)c1C(c1c(C)[nH][nH]c1=O)c1cn(Cc2ccc(F)cc2)c2ccccc12	-8	1	6.3	0	-10	14	-8	-7	2
Nc1cccc(Nc2ncnc3ccccc23)c1	-7	5	-3.6	2	1	-3	4	-6	0
COc1ccccc1NC(=O)Nc1c(C)n(C)n(-c2ccccc2)c1=O	-4	1	-0.4	0	3	1	5	-1	-3
CCCCn1c(SCC(=O)N(CC)C2CCS(=O)(=O)C2)nnc1C(CC)N(C)C (configuration not stated)	5	-5	3.6	1	6	-1	-8	5	3
CN=C(Nc1cc(C)nn1-c1ccccc1)c1ccccc1	-3	-1	2.5	1	1	1	-12	-1	-1
CCCCn1c(SCC(=O)Nc2cc(C)on2)nnc1-c1ccco1	6	-6	1.8	0	-2	4	-1	-4	-2
COc1cc(/C=N/N2CCN(Cc3ccc(Cl)cc3)CC2)ccc1OC(C)=O	-2	-9	-2.5	1	-3	-11	9	-9	2
O=C(Cn1cnc2c(OCc3ccccc3)ncnc21)NCC1CCCO1 (configuration not stated)	15	x	x	4	-3	x	-5	14	x
Cc1ccc(C(=O)CNc2ccc(C)c(Cl)c2)cc1	-8	2	-1.3	3	-1	1	0	1	6
COc1ccc(N2CCN(C(c3ccccc3)c3sc4nc(C)nn4c3O)CC2)cc1 (configuration not stated)	11	-10	-1.2	0	1	3	-15	8&33	-2
CC1(C)C(=O)OC(c2ccco2)C(C)(C)C1=O (configuration not stated)	3	-5	-0.9	1	7	-1	-4	-5	-2
CC1CCCN(S(=O)(=O)c2cc(C(=O)NCc3ccco3)ccc2Cl)C1 (configuration not stated)	-10	x	x	0	0	x	3	-9	x
Cc1csc(N2CCN(c3cc4nc(-c5ccncc5)[nH]c4cc3Cl)CC2)n1	-21	7	0.0	0	2	-3	30	8	1
Cc1cc(NC(=O)c2ccc(NC(=O)C(C)C)cc2)no1	-4	0	-0.6	1	13	-6	7	-8	1
CC(C)n1nnc2ccccc2c1=O	15	2	-2.8	0	-6	-1	6	-5	7
Cc1ccc(OCC(=O)OC(C)CN(C)Cc2ccccc2)cc1 (configuration not stated)	-8	1	-1.1	0	5	-1	0	5	2
COc1ccc(Oc2ccccc2C=O)cc1	2	10	3.0	3	3	4	-1	6	0
COc1ccc(CN2CC(=O)N(c3ccccc3OC)C2=S)cc1OC	4	-7	1.6	0	2	0	10	2	-13
COc1ccc(Cl)cc1NC(=O)C1CC(c2ccccc2O)=NO1 (configuration not stated)	11	4	0.2	x	-4	-3	2	0	-1
Clc1ccc(OCCCCSc2ncccn2)cc1	-2	-5	-1.1	0	-2	-5	-1	-3	1
CCOc1ccc(C2/C(=C(\O)c3ccc(OC)c(OC)c3)C(=O)C(=O)N2c2cc(C)on2)cc1OC (configuration not stated)	-13	2	-0.1	0	-3	0	3	-2	3
Cc1cc(C)n(-c2cccc(C(=O)O)c2)n1	17	-3	-0.3	2	7	-8	5	-9	-3
COc1ccc(S(=O)(=O)Nc2ccc(NC(C)=O)cc2)cc1	-5	-3	-0.6	3	-4	-6	7	11	1
COc1ccc(-c2nc(C#N)c(NCCCN(C)C)o2)cc1OC	2	-24	1.8	6	-6	-11	-12	8	6
O=C(Nc1nnc(COc2ccc(Br)cc2)s1)c1ccco1	1	2	2.5	2	-9	-6	17	26	-9
O=C(Cc1ncc(C(F)(F)F)cc1Cl)NCc1ccco1	1	0	-0.5	0	-10	1	14	-29	-5
CCOC(=O)CNc1nc(Cl)nc(Nc2ccccc2)n1	-1	-2	0.2	0	-8	-1	-3	-14	-2
COCc1cc(C)nc(N2CCc3ccccc32)c1C#N	7	30	0.9	4	-6	8	-8	7	1
CC(=O)N/N=C(\C)c1cccc(NC(=O)c2cccs2)c1	3	-5	1.8	0	9	-1	-10	8	-8
C=C(C)C1CC=C(C)/C(=N/NC(=O)CNc2ccc(C)cc2C)C1 (configuration not stated)	-2	3	1.4	0	1	-4	-6	-5	-1
COCc1cc(C)nc(SCC(=O)Nc2ccc3c(c2)OCO3)c1C#N	0	8	0.1	18	-4	-1	0	0	-1
CCCOc1ccc(/C=N/Nc2cc(N3CCOCC3)ncn2)c(O)c1	-4	-6	0.1	0	-3	27*	1	-7	-1
Cc1ccc(N(Cc2ccccc2F)S(C)(=O)=O)c(C)c1	2	0	0.1	0	8	-3	13	3	2
N#Cc1c(-c2ccc([N+](=O)[O-])cc2)nc2n(c1=O)CCS2	-6	-3	-2.7	0	2	-2	1	0	2
CCCCCCC(C)n1[nH]c(=O)c2c(C)cc(C)nc21 (configuration not stated)	3	-1	0.8	2	11	7	6	-3	4
CN1CCN(C(=O)CN(C)S(=O)(=O)c2ccc3ccccc3c2)CC1	4	13	0.8	2	5	0	2	1	-1

Next section.
SMILES	procasp7 counter	core dimer inh	PP5 inh	GRK2 aptamer HTS	proCasp3 act	PP1 counter	VLA-4 inh	JMJD2C inh	CTSL1 counter
COc1cccc(S(=O)(=O)Nc2ccc3sc(C)nc3c2)c1	17	-1	4.8	0	-11	1	-7	-14	-4
O=C(Nc1ccncc1)Nc1cccc(Cl)c1	4	-6	-0.7	27	9	2	13	-15	1
O=S(=O)(c1ccc(OCC(O)CN2CCN(c3ccccc3O)CC2)cc1)N1CCOCC1 (configuration not stated)	0	3	1.7	0	0	-3	8	23	1
Cc1cccc(NC(=O)c2ccccc2[N+](=O)[O-])n1	3	0	-1.9	1	3	-9	-3	-8	1
CC(C)S(=O)(=O)c1cnc(-c2ccccn2)nc1N	-8	1	0.0	2	2	-4	8	3	-1
O=C(CN1CCOCC1)Nc1ccc(Oc2ccccc2)cc1	7	1	-2.8	1	6	1	-5	5	5
Cn1c(CN2CCOCC2)nc2cc(NC(=O)COc3ccccc3)ccc21	6	-4	2.7	1	-9	0	-1	-3	-1
COc1ccc(NC(=O)CSc2nc(C)cc(C(F)(F)F)n2)cc1	4	-1	3.0	2	-3	-1	15	7	-2
O=C(CCN1CCN(CCO)CC1)Nc1ccc(OCc2ccccc2)cc1	8	1	10*	0	5	-5	-7	-4	0
COc1ccc(NS(=O)(=O)c2cc(NC(=O)c3ccccc3F)ccc2N2CCCC2)cc1	2	3	3.7	0	-2	4	-5	-5	3
Cc1ccc(-c2csc(=Nc3cccnc3)n2CCCN2CCCC2=O)cc1C	-1	-7	1.5	3	-4	-1	-8	-5	0
COc1ccc(CN2CCCCC2c2cccnc2)c(OC)c1C (configuration not stated)	-3	-12	1.2	0	-8	-4	12	-12	1
Cc1ccc(C)c(NC(=O)CN(C)C(=O)CN2C(=O)NC3(CCc4ccccc43)C2=O)c1 (configuration not stated)	2	x	1.5	0	1	0	-50	1	x

Bioassay records as filed in PubChem BioAssay.
